C8 TRAIL sens = sensitizes caspase-8 expressing cells to TRAIL. NB7+C8 cells + TRAIL, ATPlite viability luminescence. inhibition (viability loss, TRAIL sensitization), % at 10 µM. 360,000 compounds, 1% hits;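 active means compounds causing at least 50% loss of cell viability in the single-dose screen, relative to plate controls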
SRC1 inh = inhibitors of human steroid receptor coactivator 1 (SRC1). Q15788. HEK293 GAL4-SRC1 luciferase reporter, luminescence. inhibition, % at 3.6 µM. 360,000 compounds, 0.12% hits;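 active means inhibition above the campaign mean plus 3 SD, with each screening campaign given its own cutoff, cut at about 60% in these data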;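 further: 0% = DMSO treated cells and 100% = gossypol at 36 µM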
Target sequence (Q15788 whole entry, looked up, the tested form may be a part): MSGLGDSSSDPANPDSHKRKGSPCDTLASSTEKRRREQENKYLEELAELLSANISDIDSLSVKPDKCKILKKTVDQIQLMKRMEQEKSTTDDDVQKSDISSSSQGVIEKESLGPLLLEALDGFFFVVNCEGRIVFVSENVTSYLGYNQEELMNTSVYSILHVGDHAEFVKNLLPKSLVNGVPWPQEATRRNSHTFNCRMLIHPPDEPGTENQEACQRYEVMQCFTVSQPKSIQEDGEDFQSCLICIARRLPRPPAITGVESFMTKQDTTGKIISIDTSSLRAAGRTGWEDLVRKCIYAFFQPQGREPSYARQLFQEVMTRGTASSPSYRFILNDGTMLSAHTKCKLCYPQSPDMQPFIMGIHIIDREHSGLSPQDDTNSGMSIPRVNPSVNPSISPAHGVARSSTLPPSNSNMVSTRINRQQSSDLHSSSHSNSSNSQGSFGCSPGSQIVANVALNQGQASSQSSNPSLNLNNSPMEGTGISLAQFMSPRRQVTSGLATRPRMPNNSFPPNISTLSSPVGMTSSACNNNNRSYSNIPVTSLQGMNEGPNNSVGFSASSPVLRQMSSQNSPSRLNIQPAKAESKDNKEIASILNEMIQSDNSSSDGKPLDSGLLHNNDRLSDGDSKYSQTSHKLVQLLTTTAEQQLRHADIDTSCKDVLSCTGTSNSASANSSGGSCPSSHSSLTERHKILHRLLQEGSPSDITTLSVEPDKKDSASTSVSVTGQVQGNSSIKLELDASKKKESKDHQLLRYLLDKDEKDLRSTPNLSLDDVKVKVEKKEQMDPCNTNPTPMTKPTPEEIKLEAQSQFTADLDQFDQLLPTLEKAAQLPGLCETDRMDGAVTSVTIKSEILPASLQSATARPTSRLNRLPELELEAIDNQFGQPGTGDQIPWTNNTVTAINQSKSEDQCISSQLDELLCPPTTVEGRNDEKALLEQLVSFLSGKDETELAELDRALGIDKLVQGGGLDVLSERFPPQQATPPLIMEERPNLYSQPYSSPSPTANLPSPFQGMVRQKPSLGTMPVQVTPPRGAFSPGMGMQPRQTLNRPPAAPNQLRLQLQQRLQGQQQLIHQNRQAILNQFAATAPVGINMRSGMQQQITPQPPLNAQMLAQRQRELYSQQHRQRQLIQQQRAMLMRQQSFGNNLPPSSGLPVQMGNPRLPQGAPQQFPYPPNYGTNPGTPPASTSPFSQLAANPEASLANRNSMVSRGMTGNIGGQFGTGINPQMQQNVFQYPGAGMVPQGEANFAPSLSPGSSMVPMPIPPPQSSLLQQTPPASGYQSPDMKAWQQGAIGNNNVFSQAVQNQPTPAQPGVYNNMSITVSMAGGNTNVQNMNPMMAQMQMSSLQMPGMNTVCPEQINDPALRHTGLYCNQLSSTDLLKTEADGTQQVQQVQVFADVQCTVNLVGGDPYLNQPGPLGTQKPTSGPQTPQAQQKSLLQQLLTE
COUP-TFII inh = blocks human COUP-TFII nuclear receptor; 370,000 compounds, 0.7% hits; HEK293T NGFI-A luciferase reporter, luminescence; inhibition, % at 8.6 µM;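 active means inhibition above a per-plate cutoff, mean inhibition of test wells between control levels plus 3 SD, cut at about 38% in these data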;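 further: cells cotransfected with COUP-TFII expression vector driving the NGFI-A reporter; 0% = median of COUP-TF2 test wells and 100% = reporter-only cells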
Shn3 inh set2 = Schnurri-3 reporter inhibition in Clone20 osteoblasts. Clone20 osteoblast Shn3 3'UTR firefly luciferase, 24 h. 360,000 compounds, 0.52% hits. inhibition, % at 12.5 µM. AID 588674;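 active means mean inhibition of at least 75% with every replicate also reaching 75%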;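 further: 0% = median of neutral control wells and 100% = pilot-screen positive control compound; some compounds past the cut are filed as inactive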
SRC3 inh = inhibits human SRC3 coactivator; AID 588352; HEK293 GAL4-SRC3 luciferase reporter, luminescence; 360,000 compounds, 0.17% hits; Q9Y6Q9; inhibition, % at 3.6 µM;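 active means inhibition above a per-campaign cutoff, the mean of all compounds plus 3 SD, cut at about 60% in these data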;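 further: 0% = DMSO-treated cells and 100% = gossypol-treated cells at 36 µM; higher means less SRC3-driven luciferase light from the GAL4 reporter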
KKLEB tox = counter-screen for CF NF-kB inhibitors: cytotoxicity; KKLEB CF airway cells viability, ATPlite luminescence, overnight; stronger effect = lower value; cells stimulated with P. aeruginosa culture filtrate; activity change (cytotoxicity), % at 5 µM; 360,000 compounds, 0.36% hits; AID 602141;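 active means corrected activity change at or below -50% at 5 µM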
TWEAK Fn14 block = TWEAK-Fn14 signaling inhibition | AID 1159606 | 360,000 compounds, 2% hits | inhibition, % at 10 µM | TWEAK-stimulated Fn14 reporter cells, luciferase luminescence, 8 h; in the data active means inhibition above about 50%
NR5A2 inv ag = inverse agonists of human LRH-1 (NR5A2) | HEK293T StAR-luciferase reporter, LRH-1 transfected, 24 h | 360,000 compounds, 0.13% hits | inhibition, % at 3.6 µM | O00482;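 active means inhibition above the mean inhibition of all tested compounds plus 3 SD, cut at about 73% in these data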;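 further: 0% = DMSO wells and 100% = reporter-only cells lacking LRH-1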
LMP1 NFkB inh = Epstein-Barr LMP1 NF-kappaB reporter inhibition; LMP1-induced NF-kappaB luciferase reporter cells, luminescence; 350,000 compounds, 0.69% hits; inhibition, % at 12.5 µM; AID 504558; in the data active means inhibition above about 41%;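 further: 0% = neutral control wells and 100% = reference inhibitor control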
TROY signal inh = blocks TROY-dependent signaling in reporter cells; Q293 LMP1-TROYcd NF-kB luciferase reporter, 4 h; inhibition, % at 10 µM; 360,000 compounds, 0.98% hits;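 active means compounds whose plate-normalised and pattern-corrected inhibition of the luciferase reporter signal at the single screening dose is 50% or more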
CF NFkB inh = inhibitors of cystic fibrosis induced NF-kB | inhibition, % at 5 µM | KKLEB NF-kB-GFP reporter, PAF-induced, GFP fluorescence overnight | 360,000 compounds, 0.86% hits;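 active means at least 50% inhibition at 5 µM, scaled per plate between neutral and stimulator controls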;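 further: PAF is a Pseudomonas aeruginosa culture filtrate used as stimulus; plate controls were PAF-stimulated DMSO wells for no effect and unstimulated DMSO wells for full effect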
The depositor's hits bear a star; . = no result given. This is a subset; the hit share may differ from the screen's.

SMILES	C8 TRAIL sens	SRC1 inh	COUP-TFII inh	Shn3 inh set2	SRC3 inh	KKLEB tox	TWEAK Fn14 block	NR5A2 inv ag	LMP1 NFkB inh	TROY signal inh	CF NFkB inh
O=C(NCC1CCCO1)c1ccc(Oc2ccc([N+](=O)[O-])cc2)cc1 (stereo unspecified)	8	-3	-1	30	14	4	-9	0	6	4	-5
Cc1cc(=O)[nH]c(SCC(=O)N2CCC(Cc3ccccc3)CC2)n1	4	1	3	-7	2	21	0	-18	-14	-3	-9
OC(c1ccc(F)c(F)c1)c1nc(-c2cccc(C(F)(F)F)c2)cs1 (stereo unspecified)	0	-8	-15	4	-18	5	4	-15	.	-27	-11
Cc1ccccc1/C=N/n1c(-c2ccccn2)n[nH]c1=S	-8	14	6	-15	4	-9	7	-8	2	9	22
O=C(/C=C/c1cccc(Br)c1)N1CCN(c2ccccn2)CC1	-11	-17	16	-5	-11	-11	-4	-6	1	1	18
COc1ccc(C(=O)COC(=O)CCn2nnc(-c3cccc(O)c3OC)n2)cc1	16	-3	-4	-7	-12	-1	-5	3	1	-5	15
COc1cc(-c2noc(CCC(=O)NC3CCCCC3)n2)cc(OC)c1OC	-15	-4	7	8	4	1	3	-4	-2	-4	4
CCCCC(CC)CNC(=O)C(Cc1ccccc1)NS(=O)(=O)c1ccc2c(c1)CCC(=O)N2 (stereo unspecified)	-20	-7	36	14	13	5	44	-6	0	15	-8
O=C(c1ccc(NS(=O)(=O)c2ccc(F)cc2)cc1)N1CCCCC1	-17	-14	9	14	10	-16	2	17	-1	7	25
O=C(NCc1ccccc1)c1cnc(Cl)c(Cl)c1	-1	-3	-11	11	9	-13	-6	0	3	-13	20
Cc1ccc(-n2cc(CNC(C)Cn3cncn3)c(-c3ccc(F)cc3)n2)cc1 (stereo unspecified)	-3	-19	-8	-30	13	-9	-8	-25	0	-5	-6
Nc1ncnc2c1ncn2[C@@H]1O[C@H](C(=O)NCCc2ccc(F)cc2)[C@@H](O)[C@H]1O	-1	0	-13	-10	8	-7	-24	-8	.	-17	-10
COc1ccc(C(C)=O)cc1COc1cccc2c1OC(C)(C)C2	5	6	12	11	1	-8	11	27	-5	31	-8
CCOC(=O)C1(Cc2cccc(OC)c2)CCCN(C(=O)c2ccccc2C)C1 (stereo unspecified)	-14	-68	0	-9	-20	-8	-20	-39	-7	-54	-1
CCOC(=O)CN1N=C(/C=C/c2ccc(C(C)C)cc2)CCC1=O	3	-47	-15	-14	-45	11	-33	-60	-20	-4	-20
COc1ccc(NC(=O)COC(=O)c2ccc(-n3cnnn3)cc2)c([N+](=O)[O-])c1	-8	-14	6	-12	-2	3	3	-6	4	12	19
Cc1cc(C)nc(N/N=C/c2cccc(Cl)c2)n1	1	-26	14	-35	-5	-4	-16	-17	3	-72	7
COc1ccc(Nc2cc(C)nc(N)n2)cc1	-1	-65	-16	-104	-46	-9	-7	-31	-9	-32	5
O=C(NC1CCCCC1)C(c1c(F)cccc1Cl)N(C(=O)c1csnn1)C1CC1 (stereo unspecified)	0	1	4	-3	1	-5	20	5	-1	-4	11
CC(Sc1ccccc1)C(=O)NN=C1CCCC1 (stereo unspecified)	-7	4	-3	1	16	-3	-3	8	-2	2	-2
COc1cccc(C(=O)N(C)CC(=O)Nc2cccc3ccccc23)c1	-1	8	4	4	8	8	10	-10	-8	0	10
COc1ccc2[nH]c(=O)c(CN(C(=O)c3cccnc3)c3ccccc3C)cc2c1	2	-48	8	-1	8	-3	-15	10	7	-10	19
CSc1ccc(CN(C)C(=O)c2ccc(S(=O)(=O)Nc3ccccc3)cc2)cc1	-20	-4	7	23	-22	-16	-8	5	1	-14	9
Cc1ccc(NS(=O)(=O)c2ccc(Cl)s2)nc1	12	-10	26	7	-1	1	11	-6	5	-12	3
CC/C(Cc1ccccc1)=N\NC(=O)c1cc(C)oc1C	-7	-82	-14	-7	-43	-2	7	-38	4	-2	6

Full records, looked up by structure. Values in the order: C8 TRAIL sens	SRC1 inh	COUP-TFII inh	Shn3 inh set2	SRC3 inh	KKLEB tox	TWEAK Fn14 block	NR5A2 inv ag	LMP1 NFkB inh	TROY signal inh	CF NFkB inh
CCCCC(CC)CNC(=O)C(Cc1ccccc1)NS(=O)(=O)c1ccc2c(c1)CCC(=O)N2 (stereo unspecified) in the list: -20	-7	36	14	13	5	44	-6	0	15	-8
CC/C(Cc1ccccc1)=N\NC(=O)c1cc(C)oc1C in the list: -7	-82	-14	-7	-43	-2	7	-38	4	-2	6
COc1ccc(C(=O)COC(=O)CCn2nnc(-c3cccc(O)c3OC)n2)cc1 in the list: 16	-3	-4	-7	-12	-1	-5	3	1	-5	15

Further records follow:
SMILES	C8 TRAIL sens	SRC1 inh	COUP-TFII inh	Shn3 inh set2	SRC3 inh	KKLEB tox	TWEAK Fn14 block	NR5A2 inv ag	LMP1 NFkB inh	TROY signal inh	CF NFkB inh
COc1ccc(CN2CCNC(=O)C2CC(=O)N(Cc2nccn2C)C(C)C)c(OC)c1 (stereo unspecified)	13	-4	4	16	6	-4	21	-2	4	-11	36
Cc1c(Cc2ccccc2)c(=O)oc2cc(O)ccc12	3	-51	9	19	18	-6	-23	1	-7	14	2
CN(C(=O)C1CCN(S(=O)(=O)c2ccccc2[N+](=O)[O-])CC1)C1CCCCC1	-2	-3	8	19	4	27	-22	-12	-2	-41	-27
Cc1c(C#N)c2ccccc2n1CC(=O)NC(C)c1ccccc1 (stereo unspecified)	-9	-2	1	-7	25	3	9	17	6	13	-1
CCOCCn1c(SCc2cccc(C)c2)nc2c1c(=O)[nH]c(=O)n2C	9	-3	14	-5	14	-3	8	-13	-4	-10	0
Cn1c(C(=O)NCc2ccco2)cc2c(=O)[nH]c3ccccc3c21	16	-4	12	-11	-1	1	-13	-12	-7	-13	-1
c1ccc(CSc2ncnc3sccc23)cc1	-1	0	-3	-12	8	-7	5	20	0	1	8
O=S(=O)(c1ccc(Br)cc1)c1nc(-c2ccco2)oc1NCC1CCCO1 (stereo unspecified)	0	-10	16	-6	10	-4	1	11	-9	-8	-7
COc1ccc(/C=N/NC(=O)CCn2c3ccccc3c3ccccc32)cc1OC	1	7	-13	24	14	-10	-9	-20	-2	-5	10
Cc1cccc(C)c1N1CCN(c2cc(Cl)nc(N)n2)CC1	2	11	10	20	-19	2	-6	-7	-4	7	24
CCOC(=O)c1c(NC(C)=O)sc2c1CCCNC2=O	-1	-1	12	-7	20	-14	-5	28	8	18	-2
CC1CCCCN1C(=O)COC(=O)c1n[nH]c2ccccc12 (stereo unspecified)	4	-76	-28	-69	-56	7	-2	-98	-13	-58	6
O=C(N/C(=C/c1cccc([N+](=O)[O-])c1)C(=O)N1CCOCC1)c1ccc(Br)cc1	1	-8	-1	9	-4	-14	-17	4	3	-20	9
CN(C)C(=O)CC12CC3CC(C1)CC(CC(=O)N(C)C)(C3)C2	-2	7	-4	8	2	-5	-9	3	0	-18	-24
CCCCC(=O)Nc1nc(C)c(-c2csc(Nc3ccc(Cl)cc3)n2)s1	8	-13	.	27	-13	-12	22	21	-6	-13	-3
NS(=O)(=O)c1ccc(NC(=S)NC(=O)/C=C/c2ccco2)cc1	7	-13	12	-11	0	7	14	2	0	9	5
Cc1nc2ccccc2c(=O)n1Cc1ccco1	13	-1	-5	5	-13	11	1	9	.	-1	-12
Cc1ccc(C(NC(=O)N2CCCCC2)=C(Cl)Cl)cc1F	2	16	-4	-50	16	6	11	16	3	8	5
O=C(Cc1cccs1)NCCc1ccc(F)cc1	14	-4	-1	-1	5	-1	-5	-9	2	-12	18
CCOC(=O)c1cnc2c(ccc3ccccc32)c1NCCO	-2	-23	-11	-29	-14	8	-8	-14	-19	-82	-36
CN(Cc1nc2ccccc2c(=O)[nH]1)CC(O)COCc1ccco1 (stereo unspecified)	2	15	-4	-13	10	3	-13	7	-19	2	0
O=C(CCNS(=O)(=O)c1cccc(C(F)(F)F)c1)NC1CC1	-10	-10	-20	2	28	-5	13	-39	-3	-10	-5
CC(=O)NC1C(=O)N=C(SCC(=O)Nc2cccc(Cl)c2)NC1=O (stereo unspecified)	13	10	14	-18	2	0	3	-8	-11	-37	-8
COc1ccc(Nc2nc3cc(-c4sccc4C)sc3c(=O)n2C)cc1OC	33	-61	-32	-53	-41	-26	-9	-53	.	-19	38
CC12CCC(C(=O)N3CCCc4ccccc43)(CC1=O)C2(C)C (stereo unspecified)	-19	12	-1	-2	11	-6	6	2	20	8	4

Further entries.
SMILES	C8 TRAIL sens	SRC1 inh	COUP-TFII inh	Shn3 inh set2	SRC3 inh	KKLEB tox	TWEAK Fn14 block	NR5A2 inv ag	LMP1 NFkB inh	TROY signal inh	CF NFkB inh
CC1CC(C)CN(CCOc2ccc(Cl)cc2Cl)C1 (stereo unspecified)	1	-3	-11	2	3	-10	23	4	-6	-25	-2
Cc1ccccc1C(=O)NC(=S)N(C)CCc1ccccn1	-14	-2	-12	-4	4	4	-18	-7	2	-11	7
O=C1/C(=C/c2ccco2)CCC1C1CCCC1 (stereo unspecified)	0	-6	-1	-35	-6	0	-23	-12	-7	5	-3
C=CCSc1cc(C)nc2c(-c3ccccc3)cnn12	15	-115	-58	-148	-86	-14	-18	-141	-76	-51	0
COc1cc2c(cc1NC(C)=O)CCCC2	-1	-5	4	-16	17	12	6	-1	3	-10	-1
CN(C)c1ccc(/C=C/C(=O)c2ccccc2)cc1[N+](=O)[O-]	2	-25	-13	-49	-27	5	-23	-31	-28	-59	16
CCOC(=O)N1CCN(C(=O)c2ccc3c(Cl)c4c(nc3c2)CCCC4)CC1	8	-18	-12	-2	1	-26	-1	3	-1	13	19
CSc1nc(N)nc2c1ncn2CC(=O)NCc1ccc2c(c1)OCO2	-1	-38	18	42	0	10	-8	-7	26	-1	-20
O=C(O)c1ccc(-n2nnnc2Oc2ccccc2C(=O)N2CCOCC2)cc1	-27	-15	-4	8	10	15	3	-13	1	-2	-39
Cc1ccc(C2c3c(-c4ccccc4O)n[nH]c3C(=O)N2Cc2ccncc2)cc1 (stereo unspecified)	3	8	-4	7	22	-11	32	8	8	0	2
COc1cc(/C=N/NC(=O)c2sc3ccccc3c2Cl)ccc1OC(=O)c1ccc([N+](=O)[O-])cc1	2	5	3	-12	9	3	-21	-3	3	-33	5
Clc1ccc(-c2nsc(N3CCOCC3)n2)c(Cl)c1	28	-96	-45	-77	-96	3	23	-98	-13	-24	1
O=C(Nc1cnccn1)c1cccnc1	10	-4	4	-5	15	0	8	9	-22	-6	4
COc1ncc(-c2c(-c3ccccc3OC)sc3ccccc23)cn1	7	.	5	.	.	.	-14	18	.	-26	.
O=C(NCCN1C(=O)C2C3C=CC(C3)C2C1=O)Nc1ccccn1 (stereo unspecified)	3	-11	12	-4	6	6	-6	-6	-3	-3	9
C#CCN1C=CC(=O)[C@@H](OC(=O)Nc2ccc(Br)cc2)[C@H]1c1ccccc1Br	7	-3	9	-2	-2	-3	21	-8	1	4	15
O=[N+]([O-])c1ccc(NN=Cc2ccccc2)nc1	0	-106	-36	-72	-91	7	-12	-44	-46	-68	2
CC(C)Oc1cccc(C(=O)NC(=S)Nc2cccnc2)c1	13	-68	-31	-49	-24	-5	-15	-113	-20	-49	10
CCn1c(-c2sc(-c3ccccc3)nc2C)n[nH]c1=S	-9	5	-19	8	-2	4	-11	5	-2	-1	-7

From PubChem BioAssay
